# Compound activity as filed in PubChem.
# HT1080 IDH1KD tx: HT-1080 IDH1 knockdown cell toxicity (counter line); HT-1080 IDH1 knockdown viability, ATP luminescence, 48 h; Potency, µM (top dose mostly 46.1 µM), for inactives: at the top dose activity, negative = toxicity, hits mostly cytotoxic; actives 2% (n = 360,000);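 note: potency is the fitted concentration of half-maximal effect; 0% = DMSO wells and -100% = cell-free medium wells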
#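 Using the IDH1-knockdown HT-1080 line run in the same batch and compound series as the NT line, viability after 48 h at 37 °C was determined by CellTiter-Glo luminescence and expressed as % activity.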
# KB-3-1 cytotox: kills parental KB-3-1 adenocarcinoma cells. KB-3-1 viability, CellTiter-Glo ATP luminescence, 72 h. Potency, µM (top dose mostly 46.1 µM), for the others: top-dose activity change, negative = cytotoxic, most hits filed as cytotoxic. actives 1.4% (n = 400,000). AID 1347075; note: potency is the fitted concentration of half-maximal effect; % is set by controls: 0 for no effect and ±100 for the full control effect; nearly all actives have a fitted effect of over 60% in size
#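 Parental KB-3-1 adenocarcinoma cells in phenol-red-free DMEM with 10% FBS were pin-treated with compounds at several concentrations, incubated 72 h at 37 °C, and viability read by CellTiter-Glo luminescence; concentration-effect curves were fitted after normalization.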
# KB-V1 MDR tox: KB-V1 MDR subline cytotoxicity; KB-V1 MDR cells viability, CellTiter-Glo, 72 h; Potency, µM (titrated, usually from 46.1 µM), for inactives: top-dose activity change, negative = cytotoxicity, most hits filed as cytotoxic; actives 3.4% (n = 400,000); note: potency is the fitted concentration of half-maximal effect; % is set by controls: 0 for no effect and ±100 for the full control effect; nearly all actives have a fitted effect of over 60% in size
#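 Luminescent ATP read-out (CellTiter-Glo, 10 min) measures survival of drug-selected KB-V1 MDR cells after 72 h, 37 degrees C compound exposure. Medium: phenol-red-free DMEM, 10% FBS. Values from fitted concentration-response curves.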
# SW480 rereplic: inducers of DNA re-replication in SW480 colon cancer cells | SW480 DNA re-replication, Hoechst DNA content imaging, 48 h | Potency, µM (series often up to 46.1 µM), for inactives: top-dose re-replication activation, actives largely listed as activators | actives 1.8% (n = 340,000) | AID 624297; note: potency is the fitted concentration of half-maximal effect; % of control where 0% means no effect; nearly all actives have a fitted effect of over 55% in size
#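 DNA re-replication was detected as more nuclei of elevated Hoechst intensity after 48 hr exposure to compound (23 nL pinned per well of 250 cells).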
# HT1080NT lethal: kills 2HG-producing HT-1080-NT fibrosarcoma cells | HT-1080-NT fibrosarcoma viability, CellTiter-Glo ATP luminescence, 48 h | Potency, µM (highest dose often 46.1 µM), inactives show at the highest dose activity, negative = less viability, actives largely listed as cytotoxic | actives 1.6% (n = 360,000);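 note: NT is the 2HG producing partner of a matched IDH1 knockdown line; potency is the fitted concentration of half-maximal effect; 0% = DMSO-treated cells and -100% = media-only wells without cells; nearly all actives have a fitted effect of over 55% in size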
#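 Viability by CellTiter-Glo luminescence after 48 h compound exposure at 37C of HT-1080-NT cells (750/well, RPMI, 5% FBS). % activity scaled between DMSO wells and medium-only wells, then curve-fitted and categorized by curve class.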
# ATXN2 expr inh: inhibitors of ATXN2 expression; HEK-293 ATXN2-luciferase reporter, luminescence, 24 h; Potency, µM (highest dose often 57 µM), without a hit: at the highest dose activity change, negative = inhibition, hits mostly inhibitors; actives 0.72% (n = 360,000); AID 1745845; note: potency is the fitted concentration of half-maximal effect; % is set by controls: 0 for no effect and ±100 for the full control effect; nearly all actives have a fitted effect of over 55% in size
#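 qHTS (up to 57 uM final) was run with 24 h compound exposure of reporter cells at 37 °C. Each well was multiplexed: SteadyGlo luminescence measured ATXN2-luciferase expression after a fluorogenic Gly-Phe-AFC viability readout (25 uM final).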
# MCF10A rerep: inducers of DNA re-replication in MCF 10A breast cells; MCF 10A DNA re-replication, Hoechst nuclear intensity, 48 h; Potency, µM (highest dose often 46.1 µM), without a hit: at the top dose activity, positive = re-replication, actives largely listed as activators; actives 2.9% (n = 350,000); AID 624296; note: potency is the fitted concentration of half-maximal effect; % of control where 0% means no effect; nearly all actives have a fitted effect of over 50% in size
# ATXN viability: cell viability loss in ATXN counter-screen. actives 0.49% (n = 400,000). S2 cells (HEK-293 line with an ATXN2-luciferase reporter) viability, CellTiter-Fluor protease fluorescence, 24 h. Potency, µM (highest dose often 56.7 µM), most hits filed as cytotoxic. AID 651635; note: potency is the fitted concentration of half-maximal effect; nearly all actives have a fitted effect of over 40% in size
# IL-1B inflam inh: inhibitors of inflammasome signaling (IL-1 beta secretion) | THP-1 LPS/ATP IL-1B secretion, AlphaLISA, 16 h; active compounds read low | activity change, % at 57.5 µM | actives 4.7% (n = 360,000); in the data active = activity change below about -50%; inconclusive = mostly about -30% to -49%; note: % is set by controls: 0 for no effect and ±100 for the full control effect
#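 Secreted IL-1B measured by AlphaLISA bead assay after 16 h compound exposure of THP-1 cells; compounds (final up to 57.5 uM) added 1 h before LPS (250 ng/mL) and ATP (1.25 mM) stimulation; lower signal means less secretion.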
# Active calls of the source: *; i = inactive; ? = inconclusive; . = not tested or not shown; [ ] = remark or other dose. Unless noted, calls come from the whole dose curve; as a rule, active = well fitted curve in the direction sought with a large enough effect; inconclusive = small, poorly fitted or top-dose-only effect, or another doubt; inactive = no such curve, though single readings can be large; an effect the other way counts as inactive or inconclusive.
SMILES,HT1080 IDH1KD tx,KB-3-1 cytotox,KB-V1 MDR tox,SW480 rereplic,HT1080NT lethal,ATXN2 expr inh,MCF10A rerep,ATXN viability,IL-1B inflam inh
COc1cc(OC)cc(C(=O)N[C@H](C(=O)NCCc2c[nH]c3ccccc23)C(C)C)c1,-10%,?,-16%,8%,-5%,-5%,-1%,i,6
O=C(NC(=S)Nc1cccc2c(O)cccc12)c1ccco1,?,9%,-17%,14%,-16%,-14%,21%,i,37
COc1ccc(N2CC(C(=O)N(C)CC(=O)Nc3ccc(Cl)c(C(F)(F)F)c3)CC2=O)c(OC)c1 (stereo unspecified),?,-7%,2%,-112%[inhibitor],?,0%,-3%,i,?
O=c1cc(CS(=O)(=O)c2ccccc2)nc(-c2ccncc2)[nH]1,14%,6%,-2%,1%,13%,-30%,-2%,i,14
C=CCn1c(=N)n(CC(=O)c2ccc(Br)cc2)c2ccccc21,?,-14%,0%,-61%[inhibitor],?,-32%,?,i,-83*
COc1ccc(CCN2C(=O)CS/C2=N\NC(=O)c2cccs2)cc1OC,7%,1%,-10%,-2%,12%,.,12%,i,9
O=C(NC1CCCC1)C(c1ccsc1)N(C(=O)Cc1cccs1)c1ccc(F)cc1 (stereo unspecified),-1%,3%,-13%,-3%,10%,3%,?,i,23
COc1ccc(N(CC(=O)Nc2ccc(C(C)C)cc2)S(=O)(=O)c2c(C)noc2C)cc1,-30%,-12%,-17%,5%,?,-10%,16%,i,10
CN(C)S(=O)(=O)c1cccc(NC(=O)COc2cccc3ccccc23)c1,0%,2%,2%,-5%,-1%,2%,11%,i,7
COc1ccc(C2=NN(C(=O)c3ccco3)C(c3cc4ccccc4nc3Cl)C2)cc1 (stereo unspecified),18%,1%,-20%,-2%,14%,.,-2%,i,10
CCOC(=O)c1sc(=S)n(C)c1NC(=O)c1ccccc1Cl,10%,0%,-5%,-3%,-1%,6%,-2%,i,13
COC(=O)N/N=C/c1cn(CCOc2ccc(OC)cc2)c2ccccc12,-11%,-15%,4%,-8%,-10%,-24%,2%,i,-21
COc1cc(C2OC(=O)c3ccccc3S2)cc(OC)c1OC (stereo unspecified),6%,30%,5%,-4%,16%,-4%,6%,i,4
CC1(C(=O)NS(=O)(=O)c2ccccc2)CCN1C(=O)Cc1cccc2ccccc12 (stereo unspecified),7%,0%,8%,.,12%,-2%,.,i,-18
CCN(CC)Cc1c(C(=O)OC(C)C)nnn1-c1nonc1N,4%[9.24 µM],-2%,3%,-5%,9%,-5%,-2%,i,1
CC(=O)NC(CCS(C)(=O)=O)C(=O)Nc1ccccc1 (stereo unspecified),-3%,?,-2%,-2%,1%,5%,0%,i,2
O=C(CCSc1nnc2ccccn12)Nc1ccc(F)cc1,12%,2%,?,-5%,5%,9%,-14%,i,0
C/C(=N\O)c1c(C)c2ccccc2n1C,0%,6%,3%,-1%,-2%,0%,4%,i,0
CC(C)(C)C(=O)N(CCN(C(=O)C(C)(C)C)c1ccccc1)c1ccccc1,2%,?,-3%,-6%,13%,-11%,-5%,i,1
Cc1[nH]c2ccccc2c1C(Nc1nccs1)c1ccncc1 (stereo unspecified),9%,8%,2%,-5%,11%,5%,-3%,i,23
O=C(Nc1scc(-c2ccc(Br)cc2)c1C(=O)O)c1ccccc1F,?,?,?,8%,?,14%,?,i,.
COc1ccc2oc(-c3cccc(NC(=O)CSc4ccc(Cl)cc4)c3)nc2c1,-8%,3%,-20%,-6%,-5%,4%,?,?,-15
CN(C)CCNC(=O)c1cccc(S(=O)(=O)Nc2ccc(F)cc2)c1,1%,14%,-1%,?,4%,-2%,13%,i,-13
CN(C)C(CN1C(=O)C2CC=CCC2C1=O)c1cn(C)c2ccccc12 (stereo unspecified),-12%,0%,-2%,4.1µM*,-7%,-13%,-1%,i,11
CC(C)CCNC(=O)C(c1ccncc1)N(CC1CCCO1)C(=O)Cn1nnc(-c2ccc(F)cc2)n1 (stereo unspecified),3%,4%,-21%,-4%,17%,-33%,-25%,i,-7
Cc1cc(-n2nc(C)cc2C)nc(NS(=O)(=O)c2ccccc2)n1,2%,4%,26%,-4%,5%,-15%,3%,i,28
CCOC(=O)c1nnn(-c2nonc2N)c1-c1ccc(OC)cc1,1%,13%,0%,14%,-2%,-2%,8%,i,-5
COC(=O)C1=C(C)N(C)C(=O)NC1c1ccc(O)c(Cl)c1 (stereo unspecified),-6%,-18%,-3%,-2%,1%,-15%,-10%,i,0
Cc1cccc(NC(=O)CSc2nc(C)nc3c2c(=O)n(C)c(=O)n3C)c1,-5%,14%,11%,13%,0%,0%,4%,i,-16
O=C(Nc1cccc(-n2cccn2)c1)C1CCCN(Cc2ccccc2F)C1 (stereo unspecified),7%,-2%,2%,?,1%,-12%,-19%,i,-11
O=C(CCNC(=O)c1ccco1)Nc1ccc(F)c(Cl)c1,1%,6%,-5%,-11%,-1%,-20%,-4%,i,-15
COc1cc(NC(=O)CSc2nnc(C)s2)cc(OC)c1,13%,9%,-4%,-7%,?,0%,0%,i,0
CC(C)(C)NC(=O)CSc1nnc(-c2ccco2)n1Cc1ccco1,4%,-3%,15%,-5%,0%,2%,12%,i,-10
COc1ccccc1NC(=O)CCC(=O)Nc1nnc(C(F)(F)F)s1,0%,0%,8%,-13%,2%,0%,0%,i,16
Cc1c(NC(=O)COC(=O)c2cc(-c3ccc(-c4ccccc4)cc3)nc3ccccc23)c(=O)n(-c2ccccc2)n1C,?,9.2µM*,4.6µM*,.,?,15%,21µM*,?,0
COc1cccc(C(=O)OCC(=O)NC(=O)NC2CCCC2)c1O,4%,8%,-6%,1%,0%,-32%,-39%[inhibitor],i,28
CC1=CCC2C(=O)N(c3cc(C)on3)C(=O)C2C1 (stereo unspecified),10%,1%,11%,-7%,15%,-12%,-4%,i,8
CCOC(=O)CNC(=O)c1sc(NC(=O)c2ccccc2)nc1C,?,?,-13%,-2%,-13%,5%,21%,i,0
CC(=O)c1ccc(NCCC(=O)c2ccccc2)cc1,2%,-4%,-8%,-16%,2%,27%,9%,i,-3
O=C(NCCCN1CCCC1=O)Nc1ccccc1F,12%,20%,9%,-5%,24%,43%[activator],-5%,i,-7
Cn1cc(CCC(=O)NC2CC(C)(C)Cc3c2cnn3-c2ccc(F)cc2)cn1 (stereo unspecified),-7%,0%,-8%,11%,-20%,6%,?,i,0
COc1ccc(C(=O)NCCONC(=O)c2ccc(OC)cc2)cc1,-1%,-9%,-22%,11%,-2%,-6%,0%,i,21
COc1ccc(CC(=O)Nc2ccc(S(=O)(=O)NCC3CCCO3)cc2)cc1 (stereo unspecified),-17%,5%,?,-1%,-28%,-11%,-2%,i,-10
COc1cccc(C2C(C(=O)c3ccc(C)o3)=C(O)C(=O)N2CCN2CCOCC2)c1 (stereo unspecified),11%,6%,13%,0%,1%,4%,0%,i,13
Cc1ccc(CSc2nnc(-c3ccco3)n2N)cc1,-7%,1%,-16%,-4%,-3%,3%,1%,i,-3
O=C(NCC1CC1)C1Cc2c(-c3ccccc3Oc3ccccc3)ccnc2O1 (stereo unspecified),7%,0%,-5%,.,18%,2%,.,i,-8
CCC(=O)Nc1cccc(-c2nc3ncccc3o2)c1C,17%,27%,2%,?,11%,17%,9%,i,4
O=C(N/N=C/c1cn(-c2cccs2)nc1-c1ccccc1)c1ccc(O)cc1,-22%,21%,-3%,0%,-16%,15%,?,i,-6
CCn1c(=O)n(CCc2ccccc2)c(=O)c2c3c(sc21)CCCC3,9%,-5%,-14%,-1%,4%[9.24 µM],12%,?,i,0
O=C(c1cccnc1)N1CCN(S(=O)(=O)c2cccs2)CC1,6%,3%,?,2%,14%,9%,-3%,i,15
CCOc1ccc(C(=O)NCC2CCCO2)cc1OCC (stereo unspecified),0%,1%,-1%,-18%,2%,-23%,-8%,i,-23
CC(=O)Nc1nnc(SCC(=O)Nc2nc(C)cs2)s1,0%,-27%,0%,-4%,2%,-9%,-6%,i,17
CCOC(=O)c1c(C)oc2ccc(NS(=O)(=O)c3cccs3)cc12,-7%,-5%,-2%,12%,0%,3%,?,i,12
COc1ccc(C(CC(=O)N2CCCC(C)C2)c2c(O)cc(OC)cc2OC)cc1 (stereo unspecified),-2%,-6%,-3%,17%[9.22 µM],-2%,-8%,30%,i,-2
Cc1ccc(NC(=O)CN(C)C(=O)COc2cc(F)ccc2[N+](=O)[O-])cc1,5%,-4%,-8%,1%,0%,-21%,-49%[inhibitor],i,27
CC(C(=O)NC1CCCC1)n1c(-c2ccccn2)nc2ccccc21 (stereo unspecified),-11%,6%,?,.,-1%,.,.,.,13
CN1CCN(c2ccc(NC(=O)c3ccc4c(c3)OCCO4)cc2)CC1,2%,6%,-19%,-8%,0%,-17%[11.3 µM],?,i,-1

# Shown bar-delimited: three of the compounds above
SMILES | HT1080 IDH1KD tx | KB-3-1 cytotox | KB-V1 MDR tox | SW480 rereplic | HT1080NT lethal | ATXN2 expr inh | MCF10A rerep | ATXN viability | IL-1B inflam inh
COc1cccc(C2C(C(=O)c3ccc(C)o3)=C(O)C(=O)N2CCN2CCOCC2)c1 (stereo unspecified) | 11% | 6% | 13% | 0% | 1% | 4% | 0% | i | 13
CCn1c(=O)n(CCc2ccccc2)c(=O)c2c3c(sc21)CCCC3 | 9% | -5% | -14% | -1% | 4%[9.24 µM] | 12% | ? | i | 0
O=C(c1cccnc1)N1CCN(S(=O)(=O)c2cccs2)CC1 | 6% | 3% | ? | 2% | 14% | 9% | -3% | i | 15

# Sorted by molecular weight (low to high): part of the list above.
SMILES,HT1080 IDH1KD tx,KB-3-1 cytotox,KB-V1 MDR tox,SW480 rereplic,HT1080NT lethal,ATXN2 expr inh,MCF10A rerep,ATXN viability,IL-1B inflam inh
Cc1ccc(CSc2nnc(-c3ccco3)n2N)cc1,-7%,1%,-16%,-4%,-3%,3%,1%,i,-3
CC(=O)Nc1nnc(SCC(=O)Nc2nc(C)cs2)s1,0%,-27%,0%,-4%,2%,-9%,-6%,i,17
CC(C(=O)NC1CCCC1)n1c(-c2ccccn2)nc2ccccc21 (stereo unspecified),-11%,6%,?,.,-1%,.,.,.,13
